mIDH1 inhibitor – blocks human mutant IDH1 R132H enzyme; O75874; IDH1-R132H enzyme, NADPH consumption, diaphorase/resazurin fluorescence; 390,000 tested, 0.093% active; Potency, µM (highest dose often 76.6 µM), inactives show at the top dose activity change, negative = inhibition, actives largely listed as inhibitors; also: % is scaled to controls: 0 for no effect and ±100 for the full control effect; nearly all actives have a fitted effect of over 65% in size
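IDH1-R132H (0.5 ug/mL dispensed) in pH 7.5 Tris buffer was preincubated 30 min with compound, then given a substrate mix of 0.016 mM NADPH and 2 mM alpha-KG for 80 min at room temperature; remaining NADPH was read by diaphorase/resazurin fluorescence.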
rTrxR1 inhibitor – inhibitors of rat thioredoxin reductase 1. O89049. recombinant rTrxR1, NADPH fluorescence consumption, selenite substrate. Potency, µM (doses to about 114 µM), without a hit: at the top dose activity change, negative = inhibition, usual class: inhibitors. 390,000 tested, 1% active. AID 588453; also: % is scaled to controls: 0 for no effect and ±100 for the full control effect; nearly all actives have a fitted effect of over 65% in size
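Rat TrxR1 (90 nM in the dispensed reagent) was pre-reduced with 400 uM NADPH for 5 min at room temperature, then incubated with compound for 15 min. After 400 uM selenite was added, NADPH fluorescence (Ex 340/Em 450 nm) was followed for 8 min.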
RXFP1 agonist – agonists of human relaxin receptor RXFP1; HEK293T-RXFP1 cAMP TR-FRET, 30 min; response scale: percent of porcine relaxin response, buffer zero; Potency, µM (highest dose often 57.5 µM), without a hit: top-dose activation, usual class: activators; 370,000 tested, 0.3% active; also: % is scaled to controls: 0 for no effect and ±100 for the full control effect; nearly all actives have a fitted effect of over 60% in size; many of its hits are not listed in these tables
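Agonist response is measured as cAMP accumulation in an RXFP1-transfected HEK293T line under PDE4 inhibition. Values are scaled between buffer-only and 29 nM porcine relaxin, and EC50s come from standard Hill equation fits.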
Vif-APOBEC3F blk – inhibitors of Vif-A3F interaction; 390,000 tested, 0.2% active; Potency, µM (titrated, usually from 46.1 µM), for the others: top-dose activity, negative = active; HeLa A3F-eYFP + Vif (tagged APOBEC3F with the HIV-1 protein that degrades it), YFP fluorescence increase; also: % of control where 0% means no effect; nearly all actives have a fitted effect of over 65% in size
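Fluorescence increase (Ex 488/Em 500-530) after overnight compound treatment at 37 deg C flags inhibition of Vif-driven A3F-eYFP loss in stable HeLa A3F-eYFP/Vif cells seeded overnight beforehand.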
RGS4 inhibitor – inhibitors of human regulator of G protein signaling 4; P49798; AID 504845; 390,000 tested, 0.039% active; Transcreener GDP fluorescence polarization, RGS4-accelerated GTP hydrolysis; Potency, µM (top dose mostly 114 µM), inactives show at the top dose activity change, negative = inhibition, hits mostly inhibitors; also: % is scaled to controls: 0 for no effect and ±100 for the full control effect; nearly all actives have a fitted effect of over 75% in size; some results filed as inactive show a strong effect at the top dose
Target sequence (P49798 whole entry, looked up): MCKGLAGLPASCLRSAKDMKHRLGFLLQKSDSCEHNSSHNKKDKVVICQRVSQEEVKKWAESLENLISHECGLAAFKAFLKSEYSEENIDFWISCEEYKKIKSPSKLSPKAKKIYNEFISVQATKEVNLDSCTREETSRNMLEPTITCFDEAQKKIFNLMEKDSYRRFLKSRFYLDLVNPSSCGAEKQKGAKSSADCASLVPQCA
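MLSMR compounds (23 nl, pin-transferred) preincubated 10 min at room temperature with a 500nM (2x) first reagent, then RGS4 at 900nM (2x) plus Transcreener GDP mix added; fluorescence polarization (620/688 nm) read before and after 90 min at 30 °C.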
USP1 inh – USP1/UAF1 (human) deubiquitinase inhibition; recombinant USP1/UAF1, Ub-Rhodamine cleavage fluorescence; Potency, µM (doses to about 57.1 µM), without a hit: at the highest dose activity change, negative = inhibition, usual class: inhibitors; 390,000 tested, 0.23% active; AID 743255; also: % is scaled to controls: 0 for no effect and ±100 for the full control effect; nearly all actives have a fitted effect of over 60% in size; inactives centre near -12
Target sequence (O94782 whole entry, looked up): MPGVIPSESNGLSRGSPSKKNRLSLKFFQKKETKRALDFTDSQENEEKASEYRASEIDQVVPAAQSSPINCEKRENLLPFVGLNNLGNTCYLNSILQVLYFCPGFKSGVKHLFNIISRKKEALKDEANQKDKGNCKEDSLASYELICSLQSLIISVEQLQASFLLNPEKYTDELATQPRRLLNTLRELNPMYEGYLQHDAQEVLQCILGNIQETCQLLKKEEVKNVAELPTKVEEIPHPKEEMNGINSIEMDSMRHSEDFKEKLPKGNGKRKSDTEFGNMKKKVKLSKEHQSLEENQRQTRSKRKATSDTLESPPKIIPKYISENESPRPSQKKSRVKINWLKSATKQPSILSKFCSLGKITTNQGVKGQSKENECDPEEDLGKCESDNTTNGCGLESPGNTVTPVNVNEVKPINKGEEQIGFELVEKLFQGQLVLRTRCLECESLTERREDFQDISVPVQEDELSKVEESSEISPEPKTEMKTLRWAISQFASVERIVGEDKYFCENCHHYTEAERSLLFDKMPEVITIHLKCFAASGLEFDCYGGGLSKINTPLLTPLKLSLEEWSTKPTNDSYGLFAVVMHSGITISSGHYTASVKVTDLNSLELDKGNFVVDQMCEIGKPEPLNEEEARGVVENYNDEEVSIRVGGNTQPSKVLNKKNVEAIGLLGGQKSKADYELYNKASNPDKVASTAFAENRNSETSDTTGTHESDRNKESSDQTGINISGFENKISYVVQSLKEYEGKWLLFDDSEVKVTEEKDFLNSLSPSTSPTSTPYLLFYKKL
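High-throughput fluorogenic screen: 1nM USP1/UAF1 complex, Ub-Rho substrate 150nM final, 50mM HEPES pH 7.8 with 0.5mM EDTA, 0.1 mg/ml BSA, 1mM TCEP and 0.01% Tween-20.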
TrxR1 substrate – rat thioredoxin reductase 1 substrate activity. O89049. purified TrxR1 substrate turnover, NADPH consumption readout. Potency, µM (highest dose often 114 µM), inactives show at the top dose activity change, negative = substrate turnover. 390,000 tested, 0.01% active. AID 588456; also: % is scaled to controls: 0 for no effect and ±100 for the full control effect; nearly all actives have a fitted effect of over 50% in size
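Rat TrxR1, dispensed at 90 nM, was prereduced with 400 uM NADPH (final) for 5 min at ~22 deg C, then incubated with compound 15 min before 400 uM selenite. A first-read NADPH fluorescence drop versus no-compound background flagged substrates.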
Vif-APOBEC3G blk – inhibitors of Vif-APOBEC3G interaction; Q9HC16; HeLa A3G-eYFP + Vif (tagged APOBEC3G with the HIV-1 protein that degrades it), YFP fluorescence, overnight; Potency, µM (series often up to 46.1 µM), for inactives: top-dose activity, negative = active, actives largely listed as inhibitors; 410,000 tested, 0.076% active;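 also: % is scaled to controls: 0 for no effect and ±100 for the full control effect; nearly all actives have a fitted effect of over 60% in size; hits raise eYFP signal because A3G escapes Vif-driven loss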
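HeLa cells stably expressing Vif and C-terminally eYFP-tagged A3G, seeded overnight at 37 deg C, then exposed to compound by pintool overnight at 37 deg C. Rise in yellow fluorescence (Ex 488/Em 500-530, Acumen) marks blocked Vif-driven A3G degradation.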
ALOX12 inh – blocks human arachidonate 12S-lipoxygenase | purified 12hLO, xylenol orange hydroperoxide absorbance | Potency, µM (titrated, usually from 108 µM), inactives show top-dose activity change, negative = inhibition, most hits filed as inhibitors | 580,000 tested, 1.1% active; also: % is scaled to controls: 0 for no effect and ±100 for the full control effect
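Hydroperoxide product was detected by ferrous iron/xylenol orange as the 573 to 405 nm absorbance ratio. Arachidonic acid at 40 uM (final) was turned over for 30 min at room temperature by 150 nM human 12hLO, pH 7.0 Hepes buffer, after 15 min compound preincubation.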
* marks the source's active call; other numbers are inactive results; ? = inconclusive; . = not tested or not shown; & = joins results of further samples; [ ] = dose if it differs, or a comment. Calls follow the shape of the dose curve; as a rule, active = well fitted curve in the direction sought with a large enough effect; inconclusive = small, poorly fitted or top-dose-only effect, or another doubt; inactive = no such curve, though single readings can be large; an effect the other way counts as inactive or inconclusive. Potency is read from the fitted curve at half-maximal effect. This is a subset (hit frequency here may not be typical).

SMILES	Vif-APOBEC3G blk	USP1 inh	RGS4 inhibitor	rTrxR1 inhibitor	RXFP1 agonist	TrxR1 substrate	mIDH1 inhibitor	Vif-APOBEC3F blk	ALOX12 inh
Cc1ccc(S(=O)(=O)N2CCN(c3cc(-c4cccs4)nc4ccccc34)CC2)cc1	1%	.	15%	23%	.	20%	.	.	.
Cc1ccsc1/C=N/N1CCN(c2ccccc2)CC1	0%	-7%	22%	-22%	0.8%	-5%	6%	1%	-9%
CCCc1nnc2c(N(C)S(=O)(=O)c3ccc(C)cc3)nc3ccccc3n12	-1%	-14%	3%	1%	8.9%	0%	2%	-9%	-27%
S=C(NCC1COc2ccccc2O1)Nc1ccc(Br)cc1 (configuration not stated)	-9%	-10%	-2%	-21%	2.3%	-12%	-5%	?	?
COc1ccc(C(=O)/C=C/Nc2ccc([N+](=O)[O-])cc2C)c(OC)c1	-3%	52%[activator]	-13%	3%	3.9%	4%	5%	22µM*	?
COc1ccc2c(c1)C[C@]1(C)c3ccccc3C(=O)N(Cc3ccccc3)[C@H]21	-4%&-2%	-29%	-13%	32%&41%	.	4%&-6%	-5%	6%	-27%
COc1ccccc1-n1cc(C(=O)NCC(=O)NCc2ccc(F)cc2)c2ccccc2c1=O	-5%	-17%	26%	39%[activator]	3.1%	7%	4%	10%	3%
Cc1ccc(OCCCCCN2CCOCC2)c(Cl)c1	3%	-11%	0%	12%	.	-2%	-2%	11%	?
Cc1cc(C(C)(C)C)cc(S(=O)(=O)Nc2ccc(O)c(C(=O)O)c2)c1C	0%	-8%	-7%	20%[57.1 µM]	-0.4%	10%	?	-11%	?
COC(=O)CCCNS(=O)(=O)c1ccc2ccccc2c1	0%	-14%	-47%	14%[57.1 µM]	0.2%	-7%[57.1 µM]	5%	1%	6%
Cc1ccc(C)c(Cn2nnc3c(=O)[nH]c(C4CCN(S(=O)(=O)c5ccc(S(=O)(=O)N(C)C)cc5)CC4)nc32)c1	0%	-15%	-10%	1%	2.0%	-8%	0%	3%	-3%
C/C(=N\OC(=O)NC(C)C)c1sc(-c2ccc(Cl)cc2)nc1C	-14%	-16%	-14%	16%[57.1 µM]	2.6%	-2%[57.1 µM]	2%	0%	0%
CC1CC(=O)Nc2ccc([N+](=O)[O-])cc2N1C (configuration not stated)	0%	1%	13%	?	0.0%	-17%	-1%	3%	22%
Cn1c(O)c(/C=C2\C=Nc3ccccc32)sc1=Nc1ccc(C(=O)O)cc1	4%	?	-20%	-4%	0.3%	0%	5%	-5%	?
O=[N+]([O-])c1cccc(C2CC(c3ccccc3)=NN2c2ccccc2)c1 (configuration not stated)	-7%	-12%	-22%	7%[57.1 µM]	-1.3%	5%[57.1 µM]	2%	7%	0%

(next part)
SMILES	Vif-APOBEC3G blk	USP1 inh	RGS4 inhibitor	rTrxR1 inhibitor	RXFP1 agonist	TrxR1 substrate	mIDH1 inhibitor	Vif-APOBEC3F blk	ALOX12 inh
COCCNCC(=O)Nc1ccc(OC(F)(F)F)cc1	-4%	-7%	8%	13%	-5.2%	9%	3%	11%	?
Cc1cc(C)c(O)c(-c2n[nH]c3c2C(c2cccc(O)c2)N(Cc2ccco2)C3=O)c1 (configuration not stated)	8%	-15%	0%[11.4 µM]	2%	-1.8%	-11%	16µM*	0%	?
Cc1cc(C)c(S(=O)(=O)Nc2cccc3nsnc23)c(C)c1	-3%	-22%	-3%	-3%	1.7%	-9%	12%	-4%	?
COc1ccc(Cl)cc1NC(=O)c1cnc(SC)nc1-c1ccccc1	1%	-13%	2%	6%	0.1%	3%	4%	-2%	-8%
CCOC(=O)c1cccc(Nc2nc(C(=O)OCC)nc3ccccc23)c1	-5%	-8%	2%	30%[57.1 µM]	3.1%	6%[57.1 µM]	2%	2%	-7%
CCOc1ccc(OCC)c(NC(=O)CSc2nc3ccccc3c(=O)n2C)c1	-1%	-4%	-41%	-5%[57.1 µM]	1.9%	0%	4%	-1%	-26%
CCc1nnc(N/N=C\c2ccc(OC(C)=O)c(OC)c2)n1N	-10%	-10%	-24%	7%	1.6%	-10%	18%	11%	?
CNC(=O)N(O)C1N(C)C(=O)N(Cc2ccccc2)C1(C)C (configuration not stated)	-2%	-11%	-9%	6%	-2.1%	-3%	8%	1%	-1%
COC(=O)c1ccc(CNC(=O)c2ccc3c(c2)S(=O)(=O)N=C2CCCCCN23)cc1	5%	-2%	6%	3%	2.2%	-2%	-28%	2%	-6%
COC(=O)c1sc(N2CCCCC2)c(C#N)c1N	2%	-16%	-123%	18%[57.1 µM]	1.5%	-22%[57.1 µM]	8%	6%	2%
O=C1c2ccccc2-c2ccc(C(=O)N3CCCCC3)cc21	-6%	-8%	20%	7%[57.1 µM]	-0.4%	-3%	-1%	0%	11%
COC(=O)CCCC[C@@H]1SC[C@@H](NC(=O)OC)[C@@H]1NC(=O)OC	3%	-11%	1%[56.9 µM]	5%	1.6%	1%	4%	2%	30%[activator]
COc1ccc(CC(=O)NCc2nnc(SCC(=O)Nc3cccc(F)c3)n2C)cc1	0%	-7%	8%	6%	0.0%	4%[57.1 µM]	1%	10%	-2%
CCS(=O)(=O)CCSc1nc(-c2ccc(Br)cc2)cc(-c2ccccc2)c1C#N	0%	-29%	-17%	12%	7.5%	0%	3%	0%	-15%
COc1cccc(C(=O)C2CCCN(Cc3cn(C)nc3-c3ccccc3)C2)c1 (configuration not stated)	0%	-16%	-4%	19%	-0.5%	9%	0%	-3%	-7%

Further compounds follow.
SMILES	Vif-APOBEC3G blk	USP1 inh	RGS4 inhibitor	rTrxR1 inhibitor	RXFP1 agonist	TrxR1 substrate	mIDH1 inhibitor	Vif-APOBEC3F blk	ALOX12 inh
COc1cccc(CNCC2CCCO2)c1 (configuration not stated)	-3%	-23%	19%	17%	-0.2%	3%	10%	1%	?
Cc1cc(SCc2cccc(C(F)(F)F)c2)nc(=O)[nH]1	0%	-3%	-6%	1%	-5.5%	-1%	0%	-3%	.
COC(=O)c1ccccc1NC(=O)CSc1nc(O)c(-c2ccccc2)c(=O)[nH]1	8%	?	-17%	-2%[57.1 µM]	0.7%	0%[57.1 µM]	0%	1%	1%
O=C(COC(=O)CCCSc1nc2ccccc2[nH]1)Nc1ccc(Oc2ccccc2)cc1	-1%	-5%	8%	-4%	-1.0%	-7%	4%	5%	12%
CC[n+]1oc(-c2ccccc2)cc1C	0%	-20%	7%	3%[57.1 µM]	-1.3%	1%[57.1 µM]	-3%	-12%	-5%
CC(=O)Nc1ccc(OS(=O)(=O)c2ccc(C)cc2C)cc1	2%	-21%	5%	-3%	0.0%	-10%	8%	-14%	?
Cc1cc(S(=O)(=O)NC2CCCCC2)c(C)s1	-1%	4%	2%	-12%	1.0%	-11%	2%	-10%	-16%
CCc1c(C)sc2c1CCN(Cc1ccccc1)C2c1ccccc1 (configuration not stated)	-1%	?	9%	17%[57.1 µM]	2.5%	8%[57.1 µM]	0%	4%	18%
Cc1ccccc1NC(=O)CSc1nccn1Cc1ccco1	-4%	-1%	.	.	.	.	6%	1%	5%
Cc1ccc(OCCCSc2ncccn2)cc1C	1%	-11%	-6%	7%	0.9%	2%	16%	-1%	1%
Cc1cc2c3c([nH]c2cc1S(=O)(=O)NCc1ccc(CN2CCCCCC2)o1)CC(C)(C)CC3=O	2%	-22%	25%[11.4 µM]	-20%	1.3%	7%	-8%	-4%	-21%
O=C(Nc1cccc(Cl)c1Cl)c1cc(S(=O)(=O)N2CCC3(CC2)OCCO3)ccc1F	7%	3%	8%	30%[57.1 µM]	-3.0%	4%[57.1 µM]	-12%	5%	-19%
CC(=O)Nc1ccc(OCc2cc(=O)n3ccccc3n2)cc1	1%	-3%	4%	4%[57.1 µM]	6.1%	-5%[57.1 µM]	-13%	8%	-4%
O=C(Nc1ccc(Br)c(C(F)(F)F)c1)c1ccccc1	-10%	-16%	-28%	-12%	-0.3%	-11%	10%	-1%	?
Cc1ccccc1NC(=O)CSc1cn(CC(=O)N2CCCC2)c2ccccc12	6%	-8%	21%	15%[57.1 µM]	-0.1%	-5%[57.1 µM]	9%	1%	-1%

Next compounds follow:
SMILES	Vif-APOBEC3G blk	USP1 inh	RGS4 inhibitor	rTrxR1 inhibitor	RXFP1 agonist	TrxR1 substrate	mIDH1 inhibitor	Vif-APOBEC3F blk	ALOX12 inh
Cc1cc(C)n2nc(N)nc2n1	0%	-7%	-8%	2%	.	-1%	-1%	5%	10%
CCOc1ccc(-n2c(SCC(=O)NC)nnc2-c2ccco2)cc1	-1%	-15%	11%	-2%[57.1 µM]	-1.2%	6%[57.1 µM]	-4%	5%	19%
Nc1nc(COC(=O)c2ccco2)nc(Nc2ccccc2)n1	8%	-13%	.	.	.	.	15%	1%	24%
COc1cccc(CNC(=O)CN2C(=O)N(c3cc(C)ccc3C)S(=O)(=O)c3ccccc32)c1OC	0%	-31%	3%	4%[57.1 µM]	0.7%	-5%[57.1 µM]	0%	-5%	-6%
CCOc1ccccc1NC(=O)C1=C(C)Nc2ncnn2C1c1sccc1C (configuration not stated)	-1%	-19%	2%	-10%[57.1 µM]	-1.2%	-12%[57.1 µM]	-10%	2%	-5%
COc1cc(OC)cc(C(=O)Nc2cc(C)nn2-c2ccccc2)c1	-4%	-19%	-25%	7%	-0.3%	-4%	0%	-5%	-11%

Screening data: PubChem, National Center for Advancing Translational Sciences (NCATS)
